Bioassay records: PubChem BioAssay, Southern Research Specialized Biocontainment Screening Center
influenza NS1A – H1N1 influenza NS1A inhibitors, functional cell based assay (AID 504329) | NS1A functional cell-based assay, percent inhibition; higher % means a stronger effect | inhibition, % at 12.5 µM; hits with a dose series show IC50 in µM | 340,000 tested, 0.3% active; in the data active = a potency from the dose series; inconclusive = inhibition above about 27% without an active follow-up result; also: strong numbers were not always called active
Salmonella PhoP GFP – PhoP regulon inhibitors, Salmonella typhi PhoP promoter GFP reporter, confirmatory (AID 1850) | Salmonella Typhi PhoP-promoter GFP reporter, fluorescence, 4 h; higher % means a stronger effect | inhibition, % at 50 µM, or IC50 in µM where a hit was titrated | 310,000 tested, 0.33% active; in the data active = a potency from the dose series; inconclusive = inhibition mostly from about 25% at the one dose, without a potency; inactive = the rest, 99 in 100 with inhibition below about 19%;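 also: 0% = induced wells with vehicle and 100% = uninduced wells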
tuberculosis growth – growth inhibition of non-replicating M. tuberculosis (AID 488890); Mycobacterium tuberculosis non-replicating, growth inhibition; higher % means a stronger effect; inhibition, % at 25 µM, or IC50 in µM where a hit was titrated; 320,000 tested, 0.39% active; in the data active = a potency from the dose series; inconclusive = inhibition mostly from about 82% at the one dose, without a potency; inactive = the rest, 99 in 100 with inhibition below about 76%;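 also: plate controls were DMSO cells for no effect and high antibiotic wells for full effect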
VEEV TC-83 Vero – inhibitors of VEEV TC-83 cytopathic effect, confirmation, Vero cells (AID 588727) | Vero cells, VEEV TC-83 cytopathic effect inhibition; higher % means a stronger effect | inhibition, % at 20 µM, or IC50 in µM where a hit was titrated | 350,000 tested, 0.13% active; in the data active = a potency from the dose series; inconclusive = inhibition mostly from about 14% at the one dose, without a potency; inactive = the rest, 99 in 100 with inhibition below about 12%; also: strong numbers were not always called active
M. tuberculosis HTS – M. tuberculosis growth inhibition, HTS (AID 449762). one-dose inhibition, % at 25 µM; IC50 in µM for titrated hits. M. tuberculosis H37Rv growth inhibition, 7H9 media; higher % means a stronger effect. 330,000 tested, 0.59% active; in the data active = a potency from the dose series; inconclusive = inhibition above about 70% without an active follow-up result;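 also: bacterial growth assessed after seven days of incubation; strong numbers were not always called active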
VEEV TC-83 Vero 10K pilot screen – recorded beside VEEV TC-83 Vero, whose call it bears; inhibition, %; measured here: 10K pilot screen inhibition
* hit, by the source's call; i = inactive; ? = inconclusive; nt = no result given. This is a random part of the collection; about 1.5% have a hit in one of these screens.

SMILES	influenza NS1A	Salmonella PhoP GFP	tuberculosis growth	VEEV TC-83 Vero	M. tuberculosis HTS	others
COC(=O)c1ccc(CN2[C@H](C(=O)OC)C[C@@]3(O)[C@H](O)[C@H](O)[C@H](O)C[C@@H]23)cc1	-2%	-2%	-10%	0.8%	1%
CCc1ccc(NC(=O)C[n+]2cc(-c3ccc(C)cc3)n3c2CCC3)cc1	nt	40µM*	?	1.0%	12%
CSc1ccc(/C=C/C(=O)OCC(=O)N2CCN(c3ccccc3)CC2)cc1	1%	nt	nt	1.1%	nt
Cc1ccc(C(=O)NCc2ccc(F)cc2)s1	-2%	11%	78%	3.2%	9%
CCc1ccc(S(=O)(=O)NCCc2csc(C)n2)s1	-11%	3%	54%	0.8%	3%
Cc1ccc(C)c(S(=O)(=O)N2CCN(C(=O)C3CC3C)CC2)c1 (stereo not given)	-3%	-4%	-14%	3.4%	-3%
Cc1noc(C)c1COc1ccc(C(=O)Nc2cccnc2)cc1	4%	nt	nt	3.0%	nt
COc1ccc(S(=O)(=O)NCCSC(C)(C)C)c(Cl)c1Cl	-3%	-11%	nt	i	nt
O=C(CC1COc2ccccc2O1)NC1CCCCC1 (stereo not given)	0%	-1%	16%	0.6%	1%
COc1ccc(-c2onc(C)c2-c2ccc3c(c2)OCCO3)c(O)c1	-16%	23%	23%	64%	8%
CN(CC(=O)Nc1ccccc1Cl)C(=O)COc1cccc2c1OC(C)(C)C2	0%	11%	19%	11%	-8%
O=C(O)C(c1ccccc1)N1C(=O)c2ccccc2C1=O (stereo not given)	0%	-4%	2%	0.2%	7%
O=C(COC(=O)c1ccccc1SCC(=O)N1CCCC1)Nc1ccccc1	-1%	-10%	18%	4.2%	2%
CC(C)Cc1cc(C(=O)NCc2cccnc2)no1	-2%	-1%	16%	3.8%	-6%
Cc1ccc(C(=O)N(C)Cc2ccccc2)cc1S(=O)(=O)N1CCOCC1	-4%	-2%	-13%	4.7%	1%
CN(C(=O)COc1ccccc1)c1nnc(-c2ccncc2)s1	0%	1%	-5%	1.0%	-11%
CC(=O)c1cccc(NC(=O)CCCNC(=O)c2ccc(Cl)cc2)c1	10%	12%	4%	0.5%	5%
Clc1ccccc1C1Nc2cccc3cccc(c23)N1	1%	1%	35%	1.3%	-5%
O=C(Nc1ccc(N2CCOCC2)cc1)c1cccc(S(=O)(=O)N2CCOCC2)c1	-5%	nt	1%	0.3%	-1%
Cc1ccc(CNCC(O)(c2ccccc2)c2ccccc2)cc1	17%	-1%	11%	i	7%

Structures shown so far that contain an aryl methoxy group, in the order listed:
SMILES	influenza NS1A	Salmonella PhoP GFP	tuberculosis growth	VEEV TC-83 Vero	M. tuberculosis HTS	others
COc1ccc(S(=O)(=O)NCCSC(C)(C)C)c(Cl)c1Cl	-3%	-11%	nt	i	nt
COc1ccc(-c2onc(C)c2-c2ccc3c(c2)OCCO3)c(O)c1	-16%	23%	23%	64%	8%

The results go on:
SMILES	influenza NS1A	Salmonella PhoP GFP	tuberculosis growth	VEEV TC-83 Vero	M. tuberculosis HTS	others
CN1CCN(C(=O)c2cc3ccccc3oc2=O)CC1	9%	2%	27%	0.4%	-3%
CCOC(=O)C(=CNc1ccc(C)cc1C)C(=O)OCC	-8%	-18%	7%	0.4%	16%
C=CCn1c(CSc2nc3ccccc3s2)nnc1SCC(=O)NCc1ccco1	5%	0%	21%	1.9%	-4%
CN(C(=O)CC1C(=O)NCCN1Cc1ccccc1C(F)(F)F)C1CCOCC1 (stereo not given)	-2%	3%	2%	2.2%	-7%
Cc1ccc(OCC(=O)Nc2ccc3c(c2)OCO3)c([N+](=O)[O-])n1	-8%	-4%	3%	0.6%	0%
COc1cccc(C(C#N)NCCCNC(C#N)c2cccc(OC)c2OC)c1OC (stereo not given)	-7%	nt	nt	i	nt
CCNC(=S)N/N=C(\C)c1ccc(Cl)s1	2%	6%	?	1.3%	?
COc1ccc(OC)c(NC(=O)CSc2nc(=O)n(Cc3ccccn3)c3c2CCC3)c1	-11%	4%	-3%	8.7%	2%
NC(=O)c1ccsc1N	nt	2%	7%	nt	6%
Fc1cccc(CCN2CCN=C2Nc2ccccc2)c1	0%	-2%	-21%	i	-6%	VEEV TC-83 Vero 10K pilot screen=0.7
COc1cccc(C(CC(=O)Nc2cccc3ccccc23)NC(=O)c2ccccc2)c1 (stereo not given)	1%	-10%	-7%	2.9%	-3%
CCOC(=O)c1c(NC(=O)CC)sc(C(=O)N2CCCCC2)c1C	4%	-3%	-16%	i	4%
CCN(CC)S(=O)(=O)c1ccc2c(c1)N(CC(=O)N1CCCC1)C(=O)CO2	-1%	-3%	-4%	i	-1%
CCN(CC(=O)Nc1cc(Cl)ccc1C)C(=O)CSCc1c(C)noc1C	4%	4%	0%	i	-9%
COc1ccc(CCC(=O)Nc2ccc3c(c2)OCCO3)cc1	7%	-8%	36%	2.0%	?
CCC(CO)(C(=O)OC1CC2CCC(C1)N2C)c1ccccc1 (stereo not given)	-28%	3%	-21%	i	4%
O=C1C(=O)N(CCCc2ccccc2)c2ccccc21	-6%	2%	78%	9.8%	6%
COc1ccc(C(=O)Nc2ccc3nc(N4CCOCC4)sc3c2)cc1OC	-7%	nt	-6%	2.7%	-7%
Cc1cc(C)c[n+](CC(=O)c2ccc(NC(=O)c3ccccc3)cc2)c1	-6%	23%	27%	0.8%	1%
COc1ccccc1N1CCN(C2CCCN(S(=O)(=O)c3ccc(C)cc3)C2)CC1 (stereo not given)	6%	3%	-4%	3.5%	5%
CCN(C(=O)COC(=O)CCC(=O)c1ccc(Cl)cc1)c1c(N)n(Cc2ccccc2)c(=O)[nH]c1=O	-10%	nt	nt	2.2%	nt
CCN(CC(=O)Nc1ccc(NC(C)=O)cc1)C(=O)c1oc2c(ccc3ccccc32)c1C	-3%	nt	36%	7.4%	2%
O=C(/C=C/c1c[nH]c2ccccc12)c1c(O)n(CCc2ccccc2)c(=O)[nH]c1=O	nt	-12%	11%	8.5%	35%
CCn1c(CSc2nc3ccccc3s2)nnc1SCC(=O)OC(C)(C)C	2%	-5%	13%	0.3%	-1%
CN(C)CCCNc1nc(-c2ccccc2)c2c(c1C#N)CC(C)(C)OC2	-8%	-8%	-1%	0.8%	-5%
Cc1ccc(NC(=S)NC(C)(C)C)c([N+](=O)[O-])c1	-16%	3%	18%	0.6%	4%
Brc1ccc(Oc2cc(Br)c(Br)cc2Br)c(Br)c1	-1%	nt	3%	0.3%	-4%
Cn1c(COc2ccccc2)nnc1SCC(=O)Nc1ccc2c(c1)OCO2	-3%	-8%	29%	0.1%	3%
COc1cc(N)c(Cl)cc1C(=O)OCC(=O)NCc1cccs1	9%	nt	11%	4.5%	8%
CC(=O)Nc1ccc(NC(=O)C(C)OC(=O)c2ccc3ccccc3n2)cc1 (stereo not given)	-12%	nt	14%	0.7%	-4%
CC(C)CN(C(=O)COC(=O)c1ccc([N+](=O)[O-])s1)c1c(N)n(Cc2ccccc2)c(=O)[nH]c1=O	3%	-4%	?	1.0%	?
COc1cccc(NC(=O)C2CCN(S(C)(=O)=O)CC2)c1	-2%	-12%	1%	0.1%	-4%
CCOc1ccc2oc(=O)cc(CN3CCN(Cc4ccccc4)CC3)c2c1	5%	3%	38%	0.8%	9%
Nc1ncc(N=Nc2cc(C(=O)O)ccc2Cl)s1	-4%	7%	-12%	0.6%	1%
CCNC(=S)NC1CC2CCCC(C1)N2CCc1ccccc1 (stereo not given)	3%	0%	-6%	i	2%
Cc1ccc(S(=O)(=O)N(C)c2ccc(OCC(=O)Nc3nc(-c4ccccc4)cs3)cc2)cc1	0%	-9%	11%	3.5%	4%
COC(=O)c1cc(NC2c3ccccc3C(=O)N2c2cccnc2)cc(C(=O)OC)c1 (stereo not given)	6%	3%	-12%	12%	-5%
O=C(NNC(=O)c1ccccc1O)c1ccco1	-16%	15%	-14%	0.8%	2%
Cc1cc(NC(=O)C(C)Oc2ccc(C(C)(C)C)cc2)no1 (stereo not given)	-6%	-7%	62%	4.5%	6%
Cc1cc(NC(=O)Cn2cnc3c(cnn3C(C)(C)C)c2=O)no1	10%	-7%	-2%	1.3%	-2%
N#Cc1ccccc1S(=O)(=O)N1CCN(C(=O)[C@H](Cc2ccccc2)NC(=O)c2ccco2)CC1	3%	nt	6%	1.3%	-9%
Cc1nc2ccccc2c(=O)n1N	1%	-20%	4%	0.3%	0%
CN(C)c1ccc(NC(=O)CSc2n[nH]c(-c3ccncc3)n2)cc1	-1%	nt	nt	6.6%	nt
CCOC(=O)C1CCN(C(=O)c2cccnc2)CC1	17%	4%	-4%	i	8%
COc1ccc(CN(C(=O)CSc2nnc(-c3ccccc3C)o2)c2ccc(F)cc2)cc1	-1%	-3%	48%	?	-1%
Brc1cccc(CNCC2CCCO2)c1 (stereo not given)	-5%	-6%	5%	1.1%	1%
O=c1oc2c(CN3CCOCC3)c(O)c(Cl)cc2c2c1CCC2	5%	-9%	nt	0.5%	nt
O=C(O)c1ccc2c3c(ncnc13)-c1ccccc1C2=O	nt	-11%	73%	nt	23%
S=C(Nc1ccccc1)N1N=C(c2cccs2)CC1c1cccs1 (stereo not given)	10%	3%	29%	1.4%	65%	VEEV TC-83 Vero 10K pilot screen=1.1
CC1=CC(c2ccc(Cl)cc2)n2nc(NC(=O)CCC(=O)O)nc2N1 (stereo not given)	-9%	1%	-6%	0.8%	-6%
Cc1ccc(O)c(-c2[nH]ncc2C(=O)c2ccc(Cl)cc2)c1	2%	0%	-1%	3.3%	-4%
O=C(O)c1ccc2nc3c(nc2c1)-c1ccccc1C3=O	-7%	12%	-10%	0.7%	1%
O=C(NC1CCCCC1)c1ccc(-c2ccccc2[N+](=O)[O-])o1	17%	4%	44%	1.9%	-2%
CN(C(=O)CN1C(=O)c2cc(Cl)c(Cl)cc2C1=O)C1CCS(=O)(=O)C1 (stereo not given)	-5%	0%	-11%	i	-1%
O=S(=O)(Cc1ccccc1Cl)Nc1ccccn1	-13%	4%	-1%	i	4%
COc1cc2c(cc1OC)CN(CC(=O)Nc1ccc3c(c1)OCO3)CC2	9%	-1%	16%	4.8%	5%
Cc1ccc(CNC(=O)CN2C(=O)NC(C)(c3ccc(Cl)cc3)C2=O)cc1 (stereo not given)	23%	1%	-2%	i	-5%
O=C(CCCOc1ccc(Cl)cc1Cl)N/N=C/c1cccc([N+](=O)[O-])c1	5%	-1%	28%	i	25%
CCOC(=O)C1=C(c2ccccc2)NC(=S)NC1c1cccc([N+](=O)[O-])c1 (stereo not given)	-5%	2%	-11%	i	2%
CCN(CC(=O)NCc1ccc(Cl)cc1)C(=O)/C=C/c1ccc(Cl)c([N+](=O)[O-])c1	17%	-4%	21%	2.1%	-2%
Following part.
SMILES	influenza NS1A	Salmonella PhoP GFP	tuberculosis growth	VEEV TC-83 Vero	M. tuberculosis HTS	others
CC(=O)Nc1ccc(NC(=O)C2CC(=O)N(Cc3ccccc3)C2)cc1 (stereo not given)	-2%	7%	-10%	1.2%	0%
COc1ccc(CNC(=O)COC(=O)CCS(=O)(=O)c2ccc(C)cc2)cc1OC	-6%	0%	5%	1.8%	-12%
COC(C[C@@H](O)C[C@@H](O)[C@@H](C)OCc1ccccc1)OC	-21%	2%	-20%	1.0%	3%
CC(Sc1nc(N)cc(=O)[nH]1)C(=O)NC1CCCCC1 (stereo not given)	-5%	-8%	1%	0.5%	-10%
N/C(=N\OC(=O)CCN1C(=O)c2ccccc2C1=O)c1ccccn1	-7%	4%	-7%	0.6%	6%
COc1ccc(CCNC(=O)CC(C)S(=O)(=O)c2ccc3c(c2)NC(=O)CO3)cc1OC (stereo not given)	2%	-16%	-3%	2.1%	-7%
O=C(CCc1ccccc1)Nc1ccc(NC(=O)c2ccco2)nc1	5%	8%	-11%	0.2%	-12%
O=C(NCCC1=CCCCC1)NC1CCCCC1	7%	0%	28%	0.6%	7%

Compounds shown so far containing a cyano group, in the order listed:
SMILES	influenza NS1A	Salmonella PhoP GFP	tuberculosis growth	VEEV TC-83 Vero	M. tuberculosis HTS	others
COc1cccc(C(C#N)NCCCNC(C#N)c2cccc(OC)c2OC)c1OC (stereo not given)	-7%	nt	nt	i	nt
CN(C)CCCNc1nc(-c2ccccc2)c2c(c1C#N)CC(C)(C)OC2	-8%	-8%	-1%	0.8%	-5%
N#Cc1ccccc1S(=O)(=O)N1CCN(C(=O)[C@H](Cc2ccccc2)NC(=O)c2ccco2)CC1	3%	nt	6%	1.3%	-9%
